CHRM4 PAM: human M4 muscarinic receptor positive allosteric modulators, primary screen, CHO-K1 cells, Fluo-8 calcium fluorescence; Muscarinic acetylcholine receptor M4 (Homo sapiens), P08173; CHO-K1 hM4/Gqi5, ACh EC20; 0% = ACh EC20, 100% = maximal ACh; activation, % at 3 µM; 0.4% of 360,000 active; AID 624126, 2012;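 active = activation above its plate's cutoff, the mean activation of sample wells plus 3 SD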; note: some results filed as inactive read as strong as hits
Target sequence (P08173 whole entry, looked up): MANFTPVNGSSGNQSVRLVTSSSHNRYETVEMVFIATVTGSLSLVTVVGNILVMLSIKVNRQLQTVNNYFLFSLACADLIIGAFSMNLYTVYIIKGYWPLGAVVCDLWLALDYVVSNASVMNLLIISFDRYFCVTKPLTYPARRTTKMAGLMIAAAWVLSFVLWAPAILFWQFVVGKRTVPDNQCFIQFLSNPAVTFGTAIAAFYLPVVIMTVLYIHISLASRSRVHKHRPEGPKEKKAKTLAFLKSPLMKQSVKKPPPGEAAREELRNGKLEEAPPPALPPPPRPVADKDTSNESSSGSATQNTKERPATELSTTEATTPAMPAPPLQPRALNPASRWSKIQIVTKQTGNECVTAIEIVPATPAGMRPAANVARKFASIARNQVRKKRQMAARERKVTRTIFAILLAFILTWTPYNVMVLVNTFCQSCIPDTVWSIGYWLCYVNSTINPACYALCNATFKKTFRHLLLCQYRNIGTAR
M5 PAM: human M5 muscarinic receptor positive allosteric modulators, primary screen, CHO-K1 cells, Fluo-8 calcium fluorescence. 0.3% of 360,000 active. CHO-K1 hM5, ACh EC20 PAM; 0% = ACh EC20, 100% = ACh EC100. activation, % at 3 µM;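 active = activation above the run cutoff, the mean activation of all test compounds plus 3 SD, cut at about 18% in these data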
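Probe or stimulus: acetylcholine, EC20 level; Assay system: human M5 receptor in CHO-K1 cells; Schedule: compound preincubation 140 s before EC20 acetylcholine addition; Technique: intracellular calcium via Fluo-8 fluorescence; Dosing: single-point, 3 µM nominal; Read-out basis: percent activation from peak-over-basal fluorescence ratio, scaled EC20-to-EC100 acetylcholine; Repeats: one well per compound, no replicates.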
TAAR1 agonist: human TAAR1 agonists, primary screen, Fluo-8 calcium fluorescence, CHO RD-HGA16 cells; vehicle wells 0%, saturating PEA agonist 100%; activation, % at 3 µM; 0.99% of 360,000 active; AID 624467, 2012;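 active = activation above the mean activation of all test compounds in the run plus 3 SD, cut at about 38% in these data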
Target sequence (Q96RJ0 whole entry, looked up): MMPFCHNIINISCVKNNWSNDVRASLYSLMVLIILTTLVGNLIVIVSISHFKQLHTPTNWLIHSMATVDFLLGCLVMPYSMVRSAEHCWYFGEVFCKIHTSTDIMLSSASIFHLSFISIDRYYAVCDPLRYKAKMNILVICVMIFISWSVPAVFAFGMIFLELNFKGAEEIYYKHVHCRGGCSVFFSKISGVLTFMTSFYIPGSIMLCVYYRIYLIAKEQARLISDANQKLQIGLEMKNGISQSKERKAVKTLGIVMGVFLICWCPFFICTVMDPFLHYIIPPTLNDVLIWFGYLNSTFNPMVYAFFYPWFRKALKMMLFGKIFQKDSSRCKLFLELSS
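Benchmarks: low control DMSO, high control PEA (EC100); System: CHO RD-HGA16 cells carrying human TAAR1 plus Gα16; Detection: Fluo-8 fluorescence, 5 s baseline then 140 s kinetic read; Schedule: 17-24 h plating, Fluo-8 75 min 37 °C, 30 min RT; Read-out basis: % activation from peak over basal fluorescence ratio, DMSO-to-PEA scaled.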
M1 PAM parental: nonselective calcium activators in parental CHO-K1 cells, primary screen, counter-screen for M1 PAM project, cell-based, Fluo-8 calcium fluorescence, full deck, 1536-well. ATP EC20; 0% at ATP EC20, 100% at ATP max. activation, % at 3 µM. 0.02% of 360,000 active. AID 602247, 2012;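 active = activation above the run cutoff, the mean activation of all test compounds plus 3 SD, cut at about 40% in these data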;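 note: peak over basal fluorescence ratio in a 140 s read after ATP addition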
CRFR2-BP antag: antagonists of CRF-BP/CRF-R2 complex, primary screen, cell-based, HEK293, calcium dye fluorescence, uHTS; CRF-induced calcium fluorescence; 0.59% of 350,000 active; inhibition, % at 11.8 µM;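 active = inhibition of the ligand-induced calcium signal above about 50% at the single tested concentration, limit read from the data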
CHRM5 antagonist: human M5 muscarinic receptor antagonists, primary screen, CHO cells, Fluo-8 calcium fluorescence. AID 624040, 2012. inhibition, % at 3 µM. 0.59% of 360,000 active. CHO-hM5 cells, ACh EC80;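 active = inhibition above a per-plate cutoff, the mean of that plate's test compounds plus 3 SD, cut at about 27% in these data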;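 note: 0% = acetylcholine EC80 with DMSO and 100% = DMSO without agonist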
CRFBP-R2 agonist: agonists of CRF-BP/CRF-R2 complex, primary screen, cell-based, HEK293, calcium dye fluorescence, uHTS | calcium dye fluorescence (FLIPR); percent of saturating CRF peptide response | activation, % at 13.2 µM | 0.46% of 350,000 active | AID 588473, 2011;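 active = activation of at least 50%, plus an integration ratio under a set limit after plate pattern correction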;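 note: plate controls were neutral control wells without compound for no effect and CRF at EC100 for full effect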
TAAR1 antag: human TAAR1 antagonists, primary screen, Fluo-8 calcium fluorescence, CHO RD-HGA16 cells | inhibition, % at 3 µM | antagonist | 1.5% of 360,000 active | AID 624466, 2012;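 active = inhibition above a per-plate cutoff, the mean inhibition of test compounds on that plate plus 3 SD, cut at about 49% in these data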;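 note: 0% = DMSO plus EC80 beta-PEA response and 100% = DMSO alone without agonist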
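Test system: CHO RD-HGA16 cells bearing hTAAR1 | Reagent: β-PEA, EC80 | Compound dosing: 3 µM, single point | Schedule: Dye loading 75 min at 37 °C, then 30 min room temperature | Signal: Calcium fluorescence with Fluo-8 | Evaluation: Percent inhibition of PEA-evoked calcium signal, max/basal emission ratio | Control set: DMSO-only wells and EC80 β-PEA-stimulated wells | Repeats: Singlicate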
CHRM5 agonist: human M5 muscarinic receptor agonists, primary screen, CHO-K1 cells, Fluo-8 calcium fluorescence; Muscarinic acetylcholine receptor M5 (Homo sapiens), P08912; activation, % at 3 µM; CHO-K1 hM5 cells; 0% DMSO wells, 100% maximal acetylcholine response; 0.19% of 360,000 active;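 active = activation above the run's mean over test compounds plus 3 SD, cut at about 23% in these data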;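 note: signal is peak over basal fluorescence ratio across the kinetic read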
An asterisk follows results filed as active; . = not tested or not shown.

SMILES | CHRM4 PAM | M5 PAM | TAAR1 agonist | M1 PAM parental | CRFR2-BP antag | CHRM5 antagonist | CRFBP-R2 agonist | TAAR1 antag | CHRM5 agonist
Cc1ccc(S(=O)(=O)NC(C)C(=O)Nc2cccc([N+](=O)[O-])c2)cc1 (stereo not given) | -2 | 3 | 2 | -17 | 7 | 6 | -1.2 | 5 | 0
O=S(=O)(c1ccc(Cl)s1)N1CCC2(CC1)OCCO2 | 3 | -2 | 0 | 11 | 14 | 5 | -2.5 | -18 | -7
COc1cc(NC(=O)c2ccccc2F)c(OC)cc1NC(=O)CN1CCOCC1 | -3 | -1 | 3 | -3 | 15 | 10 | -4.6 | 7 | 3
CC(C)CNS(=O)(=O)c1ccccc1C(=O)N1CCCCC1 | 17 | -3 | 5 | -8 | -5 | 6 | 1.8 | 8 | -3
CCc1nnc(SCC(=O)Nc2ccc3ccccc3c2)n1N | -3 | -2 | 2 | 5 | 3 | 15 | 0.3 | -3 | 0
Cc1c(C(=O)NCCCN2CCCC2=O)oc2c(Cl)cccc12 | 11 | 5 | 0 | 21 | 13 | 0 | 0.2 | 15 | 2
Cc1cc(N/N=C/c2ccccc2F)nc(NCc2ccccc2)n1 | -10 | -5 | 0 | 9 | 1 | 5 | -0.8 | -6 | -5
Cc1ccc(N(C)S(=O)(=O)c2cccc(C(=O)NCC(c3cccs3)N3CCOCC3)c2)cc1 (stereo not given) | 7 | -7 | 0 | 8 | -2 | 15 | 1.3 | 6 | -1
Cc1cc(NC(=O)Nc2cccc(C(F)(F)F)c2)no1 | 7 | -6 | 14 | -3 | -14 | 1 | 9.8 | 19 | 4
O=C(CN1C2=NCCN2c2ccccc21)N1CCOCC1 | . | . | 2 | . | 10 | . | 0.8 | 5 | .
CC(=O)Nc1ccc(C(=O)OCC(=O)NC(=O)NCc2ccccc2)cc1 | -1 | -1 | 5 | -1 | -35 | 4 | -2.7 | -7 | -1
OCCC#Cc1c(-c2ccsc2)sc2ccccc12 | -1 | -3 | 6 | 4 | -8 | 16 | -0.1 | -21 | -2
C[C@H](CO)N1C[C@H](C)[C@@H](CN(C)C(=O)Cc2ccccc2)OCCCC[C@H](C)Oc2ccc(NC(=O)NC3CCCCC3)cc2C1=O | 14 | 7 | -1 | 1 | -3 | 3 | 4.4 | -2 | 0
COc1ccc(OC)c(Cc2nnc(CCC(=O)N3CCCCC3)o2)c1 | 7 | 5 | 1 | 3 | -7 | -8 | 0.4 | -5 | 2
CCn1ccnc1CN(C)C(=O)c1cc(COc2ccccc2SC)on1 | -9 | 1 | 2 | 1 | -6 | -2 | -0.5 | -30 | -7
CCN(c1ccccc1)S(=O)(=O)c1cc(C(=O)Nc2cccc(Cl)c2)ccc1F | -13 | -13 | 7 | 10 | -24 | 13 | 1.9 | 32 | 1
Cc1ccc2nc3c(c(N)c2c1)CCN3C | 4 | -2 | 0 | 21 | -2 | 15 | 0.0 | -2 | -1
O=C(N/N=C/c1ccc([N+](=O)[O-])s1)c1ccccc1 | 2 | 1 | 1 | 12 | 3 | 9 | 0.0 | 18 | -4
O=S(=O)(NCC(c1ccco1)N1CCc2ccccc2C1)c1ccc(F)cc1 (stereo not given) | -5 | -3 | 10 | -13 | 26 | 1 | -2.7 | -4 | -5
C[C@H](NC(=O)[C@@H]1CSC2c3ccccc3C(=O)N21)C(=O)NCCc1ccc(F)cc1 (stereo not given in full) | 6 | 1 | 28 | 6 | 7 | 0 | -4.0 | 3 | -3
COc1ccc(-c2nc3ccccn3c2Cl)cc1 | 7 | 7 | -2 | -5 | -9 | -5 | -4.6 | -12 | -5
Cc1cccc(NC(=O)Cn2cc(C(=O)C3CC3)c3ccccc32)c1 | -4 | -4 | -2 | 2 | 7 | -1 | 0.4 | -13 | 0
Cc1sc(NC(=O)Cn2nc(C(F)(F)F)cc2C)c(C(=O)OC(C)C)c1C | 2 | -4 | 8 | 10 | 3 | 2 | 5.9 | -8 | 0
Cc1ccc(S(=O)(=O)NC(C)C(=O)OCC(=O)Nc2sccc2C(N)=O)cc1 (stereo not given) | -3 | -2 | 1 | 1 | 9 | 3 | 0.6 | -7 | 0
CCC(C)Sc1ccc(-c2nc3ccc(C)cn3c2NCc2ccccc2)cc1OC (stereo not given) | -5 | -38 | . | -5 | 1 | 24 | -0.4 | . | -7

Molecules listed so far with a CF3 group:
SMILES | CHRM4 PAM | M5 PAM | TAAR1 agonist | M1 PAM parental | CRFR2-BP antag | CHRM5 antagonist | CRFBP-R2 agonist | TAAR1 antag | CHRM5 agonist
Cc1cc(NC(=O)Nc2cccc(C(F)(F)F)c2)no1 | 7 | -6 | 14 | -3 | -14 | 1 | 9.8 | 19 | 4
Cc1sc(NC(=O)Cn2nc(C(F)(F)F)cc2C)c(C(=O)OC(C)C)c1C | 2 | -4 | 8 | 10 | 3 | 2 | 5.9 | -8 | 0

The main list resumes, repeating the 2 entries before the break.
SMILES | CHRM4 PAM | M5 PAM | TAAR1 agonist | M1 PAM parental | CRFR2-BP antag | CHRM5 antagonist | CRFBP-R2 agonist | TAAR1 antag | CHRM5 agonist
Cc1ccc(S(=O)(=O)NC(C)C(=O)OCC(=O)Nc2sccc2C(N)=O)cc1 (stereo not given) | -3 | -2 | 1 | 1 | 9 | 3 | 0.6 | -7 | 0
CCC(C)Sc1ccc(-c2nc3ccc(C)cn3c2NCc2ccccc2)cc1OC (stereo not given) | -5 | -38 | . | -5 | 1 | 24 | -0.4 | . | -7
COc1ccc2c(c1)c(C(=O)N/N=C/c1ccc(O)c(O)c1)c(C)n2C | 4 | -4 | 4 | 17 | -8 | 5 | -0.2 | -10 | -1
CCOc1ccc(NC(=O)c2ccc(OC)cc2)cc1 | 12 | 6 | 1 | 6 | 16 | -7 | 2.6 | -2 | -8
O=C(CSc1ccsc1[N+](=O)[O-])N1CCN(c2ccc(Cl)cc2)CC1 | -3 | -12 | 0 | 8 | 32 | 8 | 0.1 | 31 | -4
CCOc1ccc(N2C(=O)CC(Sc3ncccn3)C2=O)cc1 (stereo not given) | 1 | -3 | -2 | -1 | 3 | 5 | 0.5 | 5 | -1
O=C(CCN1C(=O)C2C3C=CC(C3)C2C1=O)Nc1c(F)cccc1F (stereo not given) | 13 | -1 | 1 | -4 | -7 | -5 | 2.4 | 33 | -2
Clc1ccc(OCCN2CCCCC2)cc1Cl | 3 | -7 | -2 | 12 | -43 | 10 | -0.6 | -5 | -5
CCc1ccc(NC(=O)CS(=O)CC(=O)N2CCN(c3ccccc3F)CC2)cc1 (stereo not given) | 1 | 7 | -3 | 8 | 4 | -3 | -1.3 | -19 | -4
CSc1ncc(C(=O)Nc2cccc(Cl)c2C)c(C)n1 | 11 | 7 | 0 | 17 | 3 | -1 | -0.8 | -17 | -5
COC1(OC)N=C(N)C2(C#N)C(c3ccc(C)cc3)C12C#N (stereo not given) | 2 | 1 | -1 | -7 | 6 | -5 | -1.9 | -25 | 1
Cc1c(C=O)c2ccccn2c1C(=O)c1ccncc1 | 31* | -2 | 7 | 21 | 6 | -6 | -2.5 | 8 | -1
O=C(CNS(=O)(=O)c1ccc(Cl)c(C(F)(F)F)c1)NC1CCCCC1 | 9 | 6 | 17 | 1 | -4 | -5 | -0.1 | -21 | 4
CCCc1cc2c(cc1N(C)S(=O)(=O)c1ccccc1)OCO2 | 0 | -12 | 2 | 12 | -17 | 28* | -1.7 | -16 | -3
Cc1cc(C(=O)CN2CCC(C)CC2)c(C)n1-c1ccccc1F | -5 | -1 | 4 | 26 | 35 | -1 | -1.3 | -12 | -5
CCCc1cc(=O)[nH]c2nnc(SCC(=O)NC3CCCCC3)n12 | 20 | 1 | 3 | -3 | 14 | 8 | -0.2 | -32 | -4
COC(=O)NCCOc1cc(C)ccc1C | -7 | -9 | 9 | 1 | 31 | 5 | -3.2 | -8 | 0
O=C(O)c1ccccc1-c1ccccc1C(=O)Nc1ccc2c(c1)oc(=O)c1ccccc12 | -1 | -5 | 2 | 10 | 16 | 13 | 45 | -15 | 0
Nc1ccc(S(=O)(=O)c2ccc(N)nc2)cc1 | -7 | 0 | 15 | -6 | -10 | 9 | -1.0 | -10 | 0
CCOC(=O)N1CCN(C(=O)c2ccc(OC)c(OC)c2)CC1 | -5 | -9 | 21 | 2 | 39 | 10 | -1.0 | -1 | 2
CC(C)(C)C(=O)NC(=S)NNC(=O)C(c1ccccc1)c1ccccc1 | -43 | -34 | . | -32 | -117 | 52* | 192* | . | 111*
Cc1ccc(C2CC(c3ccco3)=NN2S(C)(=O)=O)cc1 (stereo not given) | 4 | -3 | 0 | 19 | 12 | 4 | -1.4 | -1 | -1
O=C(COC(=O)Cn1cc(C(F)(F)F)ccc1=O)Nc1ccccc1 | -7 | -24 | -1 | 7 | -10 | 14 | 1.1 | 12 | 0
COn1c(-c2ccc(C)cc2)nc2ncccc21 | 3 | -2 | -1 | 6 | -3 | 0 | 1.7 | -5 | -7
CCN(CC)C(=O)c1ccc(S(=O)(=O)NCc2cccnc2)cc1 | -2 | 4 | 12 | 15 | 10 | -9 | -2.8 | -5 | 2
COc1ccc(Nc2nc(C)nc3c2oc2ccccc23)c(OC)c1 | 0 | -3 | -2 | -8 | 0 | 5 | -0.2 | -12 | -6
CCc1ccc([C@@H]2CC=C(C(=O)O)[C@H](c3ccc(C)cc3)N2S(=O)(=O)c2ccc(C)cc2)cc1 | 4 | -1 | 3 | -1 | 33 | 4 | 2.8 | 39 | -1
CNc1ccc(-c2cccc(C(=O)N3CCOCC3)c2)cn1 | 2 | -1 | 1 | 5 | . | 2 | . | -10 | 2
CCc1nc2ccc(C(=O)NCCCN3CCN(c4ccc(F)cc4)CC3)cc2nc1CC | -6 | -6 | 2 | -5 | 1 | -2 | -2.5 | -2 | -7
COc1ccc2[nH]c3c(c2c1)CCN1C(=O)C(CC(=O)NCCCN(C)C)C[C@H](C(=O)N2CCCCC2)[C@@]31C (stereo not given in full) | -5 | 5 | 2 | 27 | -8 | -3 | -1.1 | 0 | 1
CCOc1ccc(NC(=O)CC2C(=O)N(c3cccc(OC)c3)C(=O)N2CCOC)cc1 (stereo not given) | -3 | 2 | 3 | 12 | -4 | -1 | 0.6 | -33 | -1
O=C1N(c2cccc(Cl)c2)C(c2ccccc2)N2CCCN12 (stereo not given) | 5 | -2 | -2 | 2 | 24 | 4 | -16 | -10 | -8

Compound activity as filed in PubChem.
